Screening data (PubChem)
Bim-Bcl-XL: human Bim-Bcl-XL interaction inhibition. AID 1007. 190,000 compounds, 0.04% hits. Bim peptide-Bcl-XL binding, bead flow cytometry, fluorescence. Q07817. inhibition, % at 10 µM
RGS4-Gao reg: modulates binding of RGS4 to human Galphao | Multiplexed bead flow cytometry; actives lie on both sides | binding response (% of control), % at 10 µM | 220,000 compounds, 0.33% hits; in the data active = binding response below about 49% or above about 150%; inactive = in between;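 also: fluorescent Galphao activated with aluminum fluoride binding bead-coupled RGS4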
Target sequence (P09471 whole entry, looked up): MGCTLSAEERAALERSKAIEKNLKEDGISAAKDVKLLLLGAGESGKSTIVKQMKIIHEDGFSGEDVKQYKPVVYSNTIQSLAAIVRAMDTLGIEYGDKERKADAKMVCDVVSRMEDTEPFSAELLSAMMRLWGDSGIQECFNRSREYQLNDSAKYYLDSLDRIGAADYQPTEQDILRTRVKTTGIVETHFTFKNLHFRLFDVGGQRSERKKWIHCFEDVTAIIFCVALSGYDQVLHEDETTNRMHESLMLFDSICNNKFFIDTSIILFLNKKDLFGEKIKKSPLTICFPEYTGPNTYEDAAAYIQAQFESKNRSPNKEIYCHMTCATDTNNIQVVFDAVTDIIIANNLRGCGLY
RGS8-Gao: human RGS8-Galphao interaction regulation. multiplexed bead flow cytometry, RGS8-Galphao binding; actives lie on both sides. AID 1423. 220,000 compounds, 0.34% hits. response (percent of control binding), % at 10 µM; in the data active = response below about 60% or above about 140%; inactive = in between;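 also: Galphao activated as the GDP aluminium fluoride complex binding bead-coupled RGS8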
Bfl-1 Bim block: disrupts Bim binding to human Bfl-1; 190,000 compounds, 0.12% hits; inhibition, % at 10 µM; Bead-based flow cytometry, Bim-Bfl-1 binding inhibition;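 also: 0% = wells without compound plus tracer and 100% = blocker peptide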
ABCG2 inh: inhibitors of human ABCG2 transporter, ABCB1 counter-screen; Q9UNQ0; IgMXP3 cells, JC-1 efflux, flow cytometry; inhibition, % at 6.6 µM; 190,000 compounds, 0.1% hits;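 active = inhibition above 80%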;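 also: 0% = DMSO and 100% = nicardipine control wells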
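Read-out basis: Efflux inhibition in percent versus controls | Test system: ABCG2 IgMXP3 and barcoded ABCB1 CCRF-Adr cell mix | Quantity: 3 million cells/mL in well | Schedule: 10 min at 25 °C | Control set: Nicardipine as high control, DMSO as low control | Reagent: JC-1 as fluorescent efflux pump substrate | Signal: Flow cytometry of retained JC-1 fluorescence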
ABCB1 inh: blocks JC-1 efflux by human ABCB1 transporter. 190,000 compounds, 0.067% hits. P08183. AID 1326. inhibition, % at 6.6 µM. CCRF-Adr cells, flow cytometry; in the data active = inhibition above about 40%;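 also: 0% = vehicle and 100% = reference inhibitor; higher value means more JC-1 retained so stronger ABCB1 efflux block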
Bim-Bcl-B: human Bim-Bcl-B interaction inhibition. Q9HD36. bead-based flow cytometry, Bim peptide-Bcl-B binding. inhibition, % at 10 µM. 190,000 compounds, 0.073% hits. AID 951;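 also: 0% = tracer peptide without compound and 100% = reference inhibitor peptide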
Target sequence (Q9HD36 whole entry, looked up): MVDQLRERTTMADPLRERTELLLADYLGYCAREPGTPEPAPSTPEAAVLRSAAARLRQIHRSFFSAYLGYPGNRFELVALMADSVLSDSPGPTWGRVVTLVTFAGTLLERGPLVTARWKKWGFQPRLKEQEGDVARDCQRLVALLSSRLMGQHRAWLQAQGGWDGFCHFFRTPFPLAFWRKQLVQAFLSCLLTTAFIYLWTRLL
RGS7-Gao: modulates binding of RGS7 to human Galphao; Multiplexed bead flow cytometry; actives lie on both sides; AID 1439; 220,000 compounds, 0.35% hits; binding response (% of control), % at 10 µM; P09471; in the data active = binding response below about 49% or above about 150%; inconclusive = no clear call, values can overlap the other calls; inactive = in between;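 also: fluorescent Galphao held in activated GDP-AlF4 state binding bead-coupled RGS7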
Mcl-1 Bim block: inhibitors of Bim-Mcl-1 interaction, human; Q07820; Bead-based flow cytometry, Bim peptide-Mcl-1 binding; inhibition, % at 10 µM; 190,000 compounds, 0.1% hits; AID 1009;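 also: 0% = no compound tracer wells and 100% = peptide blocker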
Bim-Bcl-W: disrupts Bim peptide binding to human Bcl-W. bead-based flow cytometry. inhibition, % at 10 µM. 190,000 compounds, 0.02% hits. AID 952;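 also: 0% = bound tracer without compound and 100% = peptide blocker; higher means less fluorescent Bim peptide bound to Bcl-W beads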
Target sequence (Q92843 whole entry, looked up): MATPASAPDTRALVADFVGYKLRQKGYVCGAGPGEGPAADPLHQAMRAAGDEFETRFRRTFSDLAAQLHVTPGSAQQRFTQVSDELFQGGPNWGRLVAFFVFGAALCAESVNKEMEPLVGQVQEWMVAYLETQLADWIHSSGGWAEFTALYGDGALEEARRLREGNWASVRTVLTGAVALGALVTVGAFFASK
Bcl-2 Bim block: inhibitors of Bim-Bcl-2 interaction, human; inhibition, % at 10 µM; 190,000 compounds, 0.06% hits; Bead-based flow cytometry, Bim peptide-Bcl-2 binding; P10415; in the data active = inhibition above about 40%; inconclusive = no clear call, values can overlap the other calls;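 also: 0% = no compound wells with probe peptide and 100% = reference peptide inhibitor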
The depositor's hits bear a star; u = inconclusive; x = no result given. Rule as the data show it, unless noted: active = inhibition above about 40%.

compound,ABCG2 inh,Bim-Bcl-B,ABCB1 inh,Bim-Bcl-W,RGS4-Gao reg,RGS8-Gao,Bfl-1 Bim block,RGS7-Gao,Bcl-2 Bim block,Mcl-1 Bim block,Bim-Bcl-XL
CC1CC(C)(C)NC(=S)N1CCCC(=O)Nc1ccc(Cl)cc1 (stereo not drawn),9,-5,0.6,-2,98,98,-6,99,-3,-2,-3
CC(=O)Nc1ccc(C(=O)NCC(=O)OCc2c(F)cccc2Cl)cc1,22,-2,0.6,-2,100,100,-4,102,-6,2,-4
CSc1ccccc1C(=O)C1CCCN(Cc2cnn(-c3ccccc3)c2)C1 (stereo not drawn),0,-5,1.9,0,107,100,-4,109,-4,-1,-2
COCCN1CCN(c2cc(-c3ccccc3)nc3cc(-c4cccc(F)c4)nn23)CC1,2,-1,1.5,3,102,102,1,98,1,2,-2
CCCn1c(N)c(C(=O)CN2CCc3ccccc3C2)c(=O)n(C)c1=O,11,-7,0.1,-1,98,99,-8,97,-1,-3,-4
Cc1nn2c(nc(N3CCOCC3)c3ccccc32)c1C=C(C#N)C#N,-6,0,-0.7,0,107,104,-5,109,-3,0,-3
Cc1nnc(NC(=O)c2oc3c(ccc4ccccc43)c2C)s1,1,-1,0.3,1,101,98,0,96,0,0,0
CCc1cccc(NC(=O)CN(C)S(=O)(=O)c2cccc3nsnc23)c1,36,-1,-0.4,-6,99,100,-10,102,0,-7,-5
Cn1cc(Cl)c(C(=O)OCC(=O)Nc2ccccc2)n1,1,0,0.3,0,101,103,0,103,-3,1,1
CC(=O)c1cccc(NC(=O)c2ccc(N(Cc3ccccc3C)S(C)(=O)=O)cc2)c1,10,-7,1.5,-6,101,102,-4,100,-24,-6,-7
O=C1NCCCC2c3c(cc(Br)c(O)c3Br)OC12N1CCOCC1 (stereo not drawn),20,-10,1.4,-1,99,97,-12,94,-11,-2,-3
Clc1ccc(OCCCn2cncn2)cc1Cl,4,-1,0.3,1,100,101,-6,100,1,-1,-3
O=C(CCCl)Nc1cc(SCCO)cc([N+](=O)[O-])c1,13,-10,0.8,1,105,107,-10,103,-6,1,-10
O=C(CSc1nnc(-c2ccncc2)n1C1CCCCC1)Nc1cccc(O)c1,3,-4,0.4,2,98,98,-7,101,-4,1,-6
COC(=O)c1cn[nH]c1NC(=S)Nc1ccc(C)cc1Cl,3,-8,-1.0,-2,106,102,-11,101,-8,-8,-8
CCCc1nc(N2CCOCC2)c(C#N)c2c1CCCC2,4,1,0.7,-2,94,96,0,97,-3,-1,0
Cc1cnc(CN2CCc3c([nH]c4ccccc34)C2C2CCCCC2)[nH]1 (stereo not drawn),5,-2,0.7,0,108,105,-2,107,0,0,1
CCN1C(=O)C(O)(CC(=O)c2ccccn2)c2ccccc21 (stereo not drawn),-1,-6,-0.3,-2,100,102,-12,98,-10,0,-5
O=C(O)CCC(=O)Nc1ccccc1C(=O)NCc1ccco1,1,-8,0.5,-4,99,88,5,97,27,1,-6
CC(=O)Cc1nsc(NC(=O)c2cn(-c3ccccc3)nc2-c2ccc(Br)cc2)n1,4,-3,-0.1,-12,100,99,-5,102,-2,-27,-7
c1ccc2oc(C3=NNC(=NC4CC4)SC3)cc2c1,-1,-11,-0.5,-3,99,93,-3,100,-5,-4,-8
O=C(NCCC1=CCCCC1)C(=O)c1c[nH]c2ccccc12,-1,-10,-0.2,-5,98,98,-9,100,-4,-4,-9
CCOc1ccc(/C(=N\O)C(C)NO)cc1 (stereo not drawn),13,-9,1.4,-1,103,102,-12,102,-9,-3,-9
CCOC(=O)N1CCN(C(=O)CN(c2ccc3c(c2)OCO3)S(C)(=O)=O)CC1,2,-2,0.5,1,96,96,-12,113,-7,0,-7
CC(C)OC(=O)/C(C#N)=C/c1cn(Cc2ccccc2)c2ccccc12,18,-4,2.4,-2,99,100,0,99,-4,-4,-5
O=C(NNC(=O)c1cccnc1)Nc1ccc([N+](=O)[O-])cc1,21,-6,0.4,-3,104,106,-5,103,-6,-4,-3
Cc1ccc(-c2noc(CN(C(=O)C34CC5CC(CC(C5)C3)C4)C(C)C)n2)cc1,-1,2,-2.2,0,101,101,-3,97,-2,-1,1
CCC(SC1=N/C(=C/c2ccccc2)C(=O)N1c1ccccc1)C(=O)Nc1cc(C)on1 (stereo not drawn),-4,0,2.6,1,99,103,1,98,-1,1,-1
O=C1CC(N2CCN(Cc3ccccc3)CC2)C(=O)N1CCc1ccccc1 (stereo not drawn),2,-5,0.9,2,97,95,-8,93,-3,1,-2
C=CCn1c(-c2cccn(Cc3ccc(Cl)cc3Cl)c2=O)n[nH]c1=S,-1,-12,-0.3,1,99,101,8,107,0,0,-3
CC(C)n1c(SCC(=O)Nc2ccccc2N2CCCCC2)nc2c1c(=O)n(C)c(=O)n2C,13,-1,9.1,0,103,106,-1,102,0,0,-3
O=C(Nc1ccc(Cl)c(Cl)c1)c1ccc(Cn2cc(Cl)cn2)cc1,-1,16,-0.5,7,102,83,11,88,6,0,11
O=C(CSc1cccc[n+]1[O-])c1cccs1,9,-16,0.9,0,102,99,0,109,-3,-2,-2
N#Cc1ccccc1NC(=O)C1SC(=Nc2ccccc2)C(C(=O)Nc2ccc(Cl)cc2)=C1N (stereo not drawn),-3,-9,-0.2,-4,94,96,-9,u,-8,0,-5
CN1CCN(C2=Cc3ccc(Cl)cc3Sc3ccc(F)cc32)CC1,-1,-14,0.1,-5,104,104,-2,104,-4,-4,-2
Cc1ccnc2nc(C(=O)Nc3nnc(CC(C)C)s3)nn12,1,-1,0.2,-2,102,104,-2,101,-4,-4,1
O=C(CNC(=O)c1ccc(Cl)cc1)NCCCn1ccnc1,0,-1,0.0,0,100,100,0,104,-2,-2,0
Cc1n[nH]c(C)c1S(=O)(=O)NCCc1ccc(Cl)cc1,x,-2,x,4,106,103,-9,103,0,1,0
CCC(C)NC(=O)Cn1c(=O)n(CCCC(=O)NCc2ccccc2Cl)c(=O)c2ccccc21 (stereo not drawn),5,1,1.0,0,98,100,-1,96,0,0,1
COc1ccc(CNC(=O)c2ccc(NC(=O)C3CCCO3)cc2)cc1 (stereo not drawn),0,-9,-0.1,-4,105,116,-6,103,-8,-4,-2
CCCCOC(=O)c1ccc(NC(=O)C(CCS(C)(=O)=O)NC(C)=O)cc1 (stereo not drawn),2,-13,0.1,-1,106,107,-13,112,-8,-5,-10
Cc1ccc(C(=O)Nc2ccccc2C(=O)NCc2ccco2)cc1S(=O)(=O)N1CCCCC1,40,-11,4.2,0,99,98,-18,100,-12,-4,-8
CCn1c(=O)c(C(=O)Nn2c(C)nc3ccccc3c2=O)c(O)c2ccccc21,-4,-8,0.0,0,102,103,-13,98,-9,-1,-13
Cc1ccc2ccc(C)[n+](CCCS(=O)(=O)[O-])c2c1,5,-3,-1.4,1,100,99,-3,102,-6,-1,0
CCSc1nnc(NC(=O)[C@@H](NC(=O)c2ccc(C(C)(C)C)cc2)C(C)C)s1,-2,-8,3.9,-11,98,92,-6,97,-8,-25,-15
c1cncc(CN=C2Nc3ccccc3CS2)c1,-1,-2,-0.1,-2,105,99,-3,98,0,3,0
CCCc1nc(SCC(=O)N2CCCc3ccccc32)c2c(=O)n(C)c(=O)n(C)c2n1,4,-7,2.4,-3,103,107,-7,100,-8,3,-5
Cc1ccc2nc(-c3cccc(NS(C)(=O)=O)c3)cc(-c3ccccc3)c2c1,14,-8,0.8,-6,101,101,-4,101,-3,-2,-3
COc1cc2c(cc1NC(=O)CSc1ccccc1)oc1ccccc12,-2,1,-0.6,5,99,101,8,97,5,5,6
CC1CCN(C(=O)CSc2nnc(CN3CCOCC3)n2-c2ccccc2)CC1,3,-4,0.9,2,102,100,-8,100,-7,0,-2

Profiles, looked up by structure. Values in the order: ABCG2 inh, Bim-Bcl-B, ABCB1 inh, Bim-Bcl-W, RGS4-Gao reg, RGS8-Gao, Bfl-1 Bim block, RGS7-Gao, Bcl-2 Bim block, Mcl-1 Bim block, Bim-Bcl-XL
CCCCOC(=O)c1ccc(NC(=O)C(CCS(C)(=O)=O)NC(C)=O)cc1 (stereo not drawn) as listed: 2, -13, 0.1, -1, 106, 107, -13, 112, -8, -5, -10
N#Cc1ccccc1NC(=O)C1SC(=Nc2ccccc2)C(C(=O)Nc2ccc(Cl)cc2)=C1N (stereo not drawn) as listed: -3, -9, -0.2, -4, 94, 96, -9, u, -8, 0, -5
O=C(CSc1cccc[n+]1[O-])c1cccs1 as listed: 9, -16, 0.9, 0, 102, 99, 0, 109, -3, -2, -2
COc1ccc(CNC(=O)c2ccc(NC(=O)C3CCCO3)cc2)cc1 (stereo not drawn) as listed: 0, -9, -0.1, -4, 105, 116, -6, 103, -8, -4, -2

Further compounds follow.
compound,ABCG2 inh,Bim-Bcl-B,ABCB1 inh,Bim-Bcl-W,RGS4-Gao reg,RGS8-Gao,Bfl-1 Bim block,RGS7-Gao,Bcl-2 Bim block,Mcl-1 Bim block,Bim-Bcl-XL
CCOC(=O)Cc1c(C)nc2cc(C)nn2c1C,1,-4,0.5,-2,101,100,3,100,-1,-3,-2
CCn1c(C(Cc2ccccc2)NC(=O)COC)nc2ccccc21 (stereo not drawn),1,-8,0.6,1,102,100,-10,103,-6,-1,-5
Cc1ccc(-c2nc3ccccc3[nH]2)cc1NC(=O)/C=C/c1ccco1,0,-8,0.2,0,101,103,0,103,1,-4,-3
O=C(O)COc1c(-c2ccc(Cl)cc2)oc2ccccc2c1=O,7,-4,1.0,-5,100,99,-5,96,-5,-3,-5
